Screening data (PubChem)
HCV core dimer = blocks dimerization of HCV core protein | TR-FRET GST/Flag-core106 dimerization, 1536-well | inhibition, % at 5 µM | hit rate 0.33% among 300,000 | AID 1899;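 active = inhibition above the mean of all tested compounds plus 3 SD, set per screening campaign, cut at about 45% in these data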
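System: GST/Flag-tagged HCV core106 proteins. Incubation: compound-protein-antibody incubation 4 h at 22.5 °C. Technique: HTRF with 340 nm excitation, 617/671 nm emission. Medium: KF-containing HEPES buffer, pH 7.45, DTT, CHAPS, BSA. Read-out: inhibition (%) from 671 over 617 nm ratio. Also added: Eu(K)-anti-GST 90 ng/mL plus XL665-anti-Flag 1 µg/mL.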
JMJD2C inh = blocks human GASC-1 demethylase activity | GST-JMJD2C(1-420) H3K9me3 demethylation, DELFIA europium | inhibition, % at 2.35 µM | hit rate 0.069% among 330,000 | AID 2099;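 active = more than half of a compound's replicate wells show inhibition beyond 50%, single wells judged on their own value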;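 note: signal counts dimethyl H3K9 product captured on neutravidin plate; 0% = median of DMSO wells and 100% = 0.3 times that DMSO median; strong numbers were not always called active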
Target sequence (Q9H3R0 1-420 limits assumed): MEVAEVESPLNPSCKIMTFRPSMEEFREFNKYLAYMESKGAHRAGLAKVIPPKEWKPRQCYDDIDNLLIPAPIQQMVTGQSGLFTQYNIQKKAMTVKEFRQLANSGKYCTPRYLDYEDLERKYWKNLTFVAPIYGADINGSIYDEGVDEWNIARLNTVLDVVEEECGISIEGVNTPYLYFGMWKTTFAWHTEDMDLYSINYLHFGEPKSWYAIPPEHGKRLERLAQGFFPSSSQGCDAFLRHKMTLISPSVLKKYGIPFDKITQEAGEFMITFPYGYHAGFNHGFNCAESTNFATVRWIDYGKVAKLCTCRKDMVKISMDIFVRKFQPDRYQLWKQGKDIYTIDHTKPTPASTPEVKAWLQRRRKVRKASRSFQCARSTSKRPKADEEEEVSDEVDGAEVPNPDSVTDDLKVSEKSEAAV
Yeast superoxide = yeast age-related superoxide inhibition as caloric restriction mimetic; S. cerevisiae aged cells, superoxide DHE fluorescence; active compounds read low; superoxide response (% of plate mean), % at 10 µM; hit rate 0.18% among 330,000; AID 2690;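 active = superoxide response under a set limit, about three screen SD below normal, cut at about 65% in these data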;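 note: yeast aged for seven days with compound at 30 °C before DHE staining; 100% = average MFI of all compound-treated wells on the plate with controls excluded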
EBNA-1 inh = blocks EBNA-1 binding to DNA; AID 1950; EBNA-1 DNA binding, fluorescence polarization; inhibition, % at 14.8 µM; hit rate 0.34% among 300,000; in the data active = inhibition above about 28%
ZTA counter = blocks Epstein-Barr virus ZTA, an EBNA-1 counter-screen; AID 2234; ZTA-DNA binding, fluorescence polarization; hit rate 0.15% among 320,000; inhibition, % at 11 µM; in the data active = inhibition above about 33%
Target sequence (P03206 whole entry, looked up): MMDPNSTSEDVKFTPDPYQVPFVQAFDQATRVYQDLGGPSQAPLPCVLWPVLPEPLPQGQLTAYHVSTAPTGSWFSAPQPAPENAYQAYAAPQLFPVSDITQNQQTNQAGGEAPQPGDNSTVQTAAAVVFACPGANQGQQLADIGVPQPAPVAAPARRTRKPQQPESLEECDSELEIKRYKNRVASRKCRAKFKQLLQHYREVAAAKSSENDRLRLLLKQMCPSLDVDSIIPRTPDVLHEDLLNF
PP1 counter = counter-screen for PP5 inhibitors: inhibitors of human PP1-alpha; hit rate 0.9% among 320,000; purified PP1alpha, OMFP fluorescence; inhibition, % at 6.7 µM; P62136;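 active = inhibition above the mean inhibition of all tested compounds plus 3 SD, computed separately for each screening campaign, cut at about 15% in these data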
Target sequence (P62136 whole entry, looked up): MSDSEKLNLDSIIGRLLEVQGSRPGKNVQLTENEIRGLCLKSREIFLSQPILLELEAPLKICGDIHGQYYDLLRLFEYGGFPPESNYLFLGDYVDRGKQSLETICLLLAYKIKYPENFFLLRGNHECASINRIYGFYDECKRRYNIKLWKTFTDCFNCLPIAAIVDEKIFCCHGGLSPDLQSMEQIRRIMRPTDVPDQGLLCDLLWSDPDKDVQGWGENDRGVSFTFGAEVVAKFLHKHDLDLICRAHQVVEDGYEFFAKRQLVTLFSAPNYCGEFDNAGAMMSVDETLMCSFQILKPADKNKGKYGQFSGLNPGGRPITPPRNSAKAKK
CTSL1 counter = blocks F. hepatica cathepsin L1 in PFM18AAP counter-screen; recombinant F. hepatica cathepsin L1, Z-Leu-Arg-MCA fluorescence; inhibition, % at 5.96 µM; hit rate 0.49% among 300,000; AID 1906;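 active = inhibition above the mean of all tested compounds plus 3 SD, set per screening campaign, cut at about 17% in these data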;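 note: 0% = plate median of test compound wells and 100% = 1 µM Z-Phe-Ala-diazomethylketone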
TPT1 inh = blocks Candida albicans tRNA 2'-phosphotransferase; recombinant caTPT1, FP RNA substrate dephosphorylation; inhibition, % at 5 µM; hit rate 0.81% among 300,000; AID 1962;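 active = inhibition above the mean of all tested compounds plus 3 SD, set per screening campaign, cut at about 24% in these data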;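 note: plate controls were DMSO alone for no effect and ferristatin control at 100 nM for full effect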
PP5 inh = blocks human protein phosphatase 5 activity | P53041 | purified PP5c, OMFP substrate fluorescence | inhibition, % at 6.7 µM | hit rate 0.18% among 320,000 | AID 1987;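 active = inhibition above the campaign's mean inhibition across all tested compounds plus 3 SD, cut at about 9.5% in these data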;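 note: 0% = DMSO only and 100% = 100 µM cantharidin control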
Numbers without * were called inactive; · = no result given; & = joins results of further samples. The order is random; overall some 3.1% were active at least once.

SMILES | HCV core dimer | JMJD2C inh | Yeast superoxide | EBNA-1 inh | ZTA counter | PP1 counter | CTSL1 counter | TPT1 inh | PP5 inh
CCOC(=O)C1CCN(C(=O)Nc2ccc3c(c2)nc(C)n3C)CC1 | 6 | -2 | 90 | -6 | -11 | -3 | 0 | 1 | 3.3
Cc1ccc(C2SCCN2C(=O)c2ccc([N+](=O)[O-])cc2)cc1 (configuration not stated) | 2 | -1 | 117 | 4 | 8 | 1 | -4 | -1 | 3.0
CCOC(=O)C(Oc1ccc2c(-c3ccccc3)cc(=O)oc2c1C)c1ccccc1 (configuration not stated) | 13 | 3 | 96 | -8 | -6 | -4 | -3 | 0 | -0.6
CC(=O)N(CC(=O)Nc1nn(-c2ccccc2)nc1C(N)=O)Cc1ccccc1 | -2 | 14 | 120 | 0 | 9 | -3 | 1 | 2 | -2.7
CC1CCN(CC(=O)Nc2ccc(S(=O)(=O)N3CCCCC3)cc2)CC1 | -7 | -5 | 96 | -15 | 0 | 3 | -2 | 3 | -2.0
O=[N+]([O-])c1ccc(N/N=C/c2cccc(O)c2)cc1 | -1 | 10 | 90 | 13 | 17 | 1 | 3 | 45* | 4.3
CCSc1nc2ccc(C)cc2cc1C#N | 7 | -2 | 96 | 1 | -9 | -6 | 2 | 2 | -0.8
COC(=O)C1SCC2C(=O)N(Cc3ccc(Cl)c(Cl)c3)CC(=O)N21 (configuration not stated) | -1 | -8 | 123 | -10 | -1 | -2 | 2 | 2 | 0.5
O=C(Cn1cc([N+](=O)[O-])cn1)Nc1nc2ccccc2s1 | -2 | -6 | 108 | 2 | -2 | -6 | 1 | -1 | 5.9
COc1ccc(CCC(C)NCc2ccc(Cl)c(Cl)c2)cc1 (configuration not stated) | -8 | -13 | 88 | 4 | -13 | 3 | 0 | 2 | 1.9
CCCCc1[nH]c(=O)c(C#N)c2c1CSC(C)(C)C2 | 3 | 3 | 106 | -5 | -12 | -2 | 1 | -2 | 0.3
O=C1[C@@H]2C(c3cccnc3)=NO[C@@H]2C(=O)N1c1ccc(Br)cc1 | 0 | -4 | 91 | 14 | 1 | -2 | 1 | -5 | 8.6
O=C(NC(=S)Nc1cccc2ncccc12)c1cccs1 | 5 | 10 | 81 | -6 | 8 | 0 | 0 | -1 | -0.3
CCOc1ccc(S(=O)(=O)n2cnc3cc(C)c(C)cc32)cc1 | 8 | -15 | 112 | -3 | -1 | -2 | -3 | 1 | 2.9
Cc1cc(C(=O)CSc2nc3ccccc3n2CCC#N)c(C)n1Cc1cccs1 | 11 | -6 | 109 | 34* | 17 | 10 | 1 | 1 | 0.5
CC(=O)c1c(C)[nH]c(C(=O)OCC(=O)Nc2cc(C(F)(F)F)ccc2N2CCOCC2)c1C | 3 | -8&-2 | 102 | 8 | 20 | 4 | 2 | -6 | 1.0
CC(=O)Nc1ccc(S(=O)(=O)NNC(=O)COc2cccc(C)c2)cc1 | -5 | -34 | 98 | -1 | 0 | -2 | 2 | -3 | 2.6
CCN(C(=O)c1cccnc1)c1ccccc1 | -4 | -10 | 99 | 4 | 6 | -1 | 0 | -5 | -2.0
COc1ccc(CCNc2oc(-c3ccc(OC)c(OC)c3)nc2C#N)cc1 | -1 | -1 | 93 | -2 | -2 | 1 | 0 | -3 | 5.0
Cc1nc2ccccc2nc(C)c1=NOCc1cccc(F)c1 | -4 | -12 | 93 | -5 | -3 | -4 | 7 | -2 | -0.2
O=c1c2nccnc2[nH]c(=S)n1Cc1ccccc1 | -4 | -49 | 101 | -9 | -20 | 1 | 1 | -1 | 2.4
COCCN1Cc2cccc(C(=O)Nc3cc(C)cc(C)c3)c2C1=O | 16 | 5 | 101 | 8 | -5 | 1 | -2 | -5 | 0.6
O=C(NCCCN1CCN(CCCNC(=O)c2ccc3c(c2)OCO3)CC1)c1ccc2c(c1)OCO2 | 1 | 3&-4 | 97 | -17 | 3 | -3 | 2 | -5 | 0.8
Cc1cc(C)c(NC(=O)CSc2nnc(-c3ccco3)n2N)c(C)c1 | -3 | 1 | 99 | 11 | 0 | -3 | -2 | -3 | 0.6
c1ccc2c(c1)[nH]c1c3ccccc3sc21 | -12 | 0 | 128 | 7 | -1 | 3 | 3 | 4 | 2.9
Continuation:
SMILES | HCV core dimer | JMJD2C inh | Yeast superoxide | EBNA-1 inh | ZTA counter | PP1 counter | CTSL1 counter | TPT1 inh | PP5 inh
COc1ccc(C)cc1S(=O)(=O)NCc1cccs1 | 8 | 12 | 110 | 9 | -5 | -1 | -4 | 0 | 2.8
CC(C)(/C=N/NC(=O)CSCc1ccccc1Cl)CCC#N | 3 | -3 | 98 | 5 | 23 | 1 | -4 | 2 | 5.3
Cc1ccc(CNC(=O)c2ccc(Cn3cc(-c4ccc(C)cc4)nc3-c3ccncc3)cc2)cc1 | 13 | -10 | 95 | -3 | 5 | 5 | 0 | 0 | 3.4
O=C1C=CC2C(c3ccc4c(c3)OCO4)CC1N2Cc1ccccc1 (configuration not stated) | 0 | 3 | 81 | 4 | -5 | -1 | 0 | -6 | 0.5
CCc1nn(CC(=O)N2CCN(c3cc(C)ccc3C)CC2)c(=O)c2cc3occc3n12 | -6 | -6 | 104 | 0 | -20 | 3 | -4 | -7 | 2.2
Cc1ccc(S(=O)(=O)NC(C)C(=O)Nc2ccccc2C(=O)N2CCCC2)cc1 (configuration not stated) | 3 | 3 | 92 | 4 | 4 | 1 | -2 | -1 | 0.2
Cc1ccc(CONC(=O)c2ccc(Cl)cc2)cc1 | · | 3 | 118 | · | -11 | -3 | · | · | 1.2
O=C(Nc1cc2cccc([N+](=O)[O-])c2oc1=O)c1cccs1 | -5 | -4 | 91 | -3 | -15 | 0 | 1 | 5 | 2.8
COC(=O)CCN(C(=O)c1cc([N+](=O)[O-])cc([N+](=O)[O-])c1)c1ccccn1 | -1 | 8 | 104 | 7 | 20 | -1 | 0 | 3 | 1.8
CN(C)c1cc(-c2cccc([N+](=O)[O-])c2)oc(=O)c1Cl | 1 | 2 | 103 | -16 | -2 | -3 | 0 | 4 | -0.7
COc1ccc(CNC(=O)c2ccc(CS(=O)Cc3ccc(Cl)cc3)o2)cc1 (configuration not stated) | -7 | 5 | 116 | 0 | -9 | -1 | 14 | 2 | 1.9
N/C(=N\OC(=O)COc1ccc(Br)cc1Cl)c1cccnc1 | -1 | 4 | 107 | -10 | 5 | 3 | -3 | -1 | -0.5
CCOc1ccc(N2C(=O)C(=O)/C(=C(/O)c3ccccc3)C2c2ccccc2[N+](=O)[O-])cc1 (configuration not stated) | 2 | -4 | 92 | -9 | -4 | 2 | 0 | -2 | 2.6
COc1cc(C(=O)Nc2ccc(S(=O)(=O)Nc3nccc(C)n3)cc2)c([N+](=O)[O-])cc1OC | -7 | 3 | 93 | -3 | -3 | -2 | 6 | 0 | -1.2
COc1ccc(N2C(=O)CC(c3cc(OC)c(OC)c(OC)c3)CC2=O)cc1 | 3 | 82 | 100 | 11 | -2 | -2 | 2 | 1 | -1.4
COc1ccc(C2(CNC(=O)/C=C\c3ccco3)CCCC2)cc1OC | 10 | 4 | 106 | 6 | 14 | 3 | 9 | 7 | -1.2
Cc1ccc(S(=O)(=O)C2(C(=O)N3CCN(C4CCCCC4)CC3)CC2)cc1 | -1 | -2 | 91 | 12 | 0 | -5 | 1 | 0 | 1.7
Cc1n[nH]c(C)c1CCCCOc1ccccc1 | -4 | 2 | 87 | -15 | 0 | 6 | 1 | -1 | 0.3
COc1ccccc1N1CCN(C(=O)C(=O)N/N=C/c2ccccc2F)CC1 | -3 | 3 | 96 | -11 | 0 | 2 | 0 | 1 | 3.2
Cc1ccc(Cc2cnc(N3C(=N)SC(c4ccccc4)C3=O)s2)cc1 (configuration not stated) | 22 | -18 | 91 | 14 | 6 | 9 | 1 | -1 | 0.3
CCOC(=O)c1cccc(NC(=O)CCn2c(=O)oc3ccccc32)c1 | 1 | 15 | 96 | 4 | 0 | -1 | -1 | -5 | 2.0
CC1CCN(Cc2c(O)ccc3c(=O)c(-c4nc5ccccc5s4)c(N)oc23)CC1 | -7 | 5 | 89 | 7 | -12 | 3 | 7 | -3 | -0.2
CC(=O)c1c(C)[nH]c(C(=O)OCC(=O)NCCC2=CCCCC2)c1C | -3 | -5 | 97 | 6 | 2 | -1 | 5 | 1 | 0.2
N/C(=N\OC(=O)Cc1ccccc1)c1ccncc1 | -5 | -4 | 89 | 11 | 3 | -3 | -5 | 1 | -0.1
CCOC(=O)Cc1csc(NC(=O)c2cc(-c3ccncc3)nc3ccccc23)n1 | · | -2 | 102 | · | -10 | 8 | · | · | 2.2

An excerpt from above in order of molar mass, largest number first.
SMILES | HCV core dimer | JMJD2C inh | Yeast superoxide | EBNA-1 inh | ZTA counter | PP1 counter | CTSL1 counter | TPT1 inh | PP5 inh
CCc1nn(CC(=O)N2CCN(c3cc(C)ccc3C)CC2)c(=O)c2cc3occc3n12 | -6 | -6 | 104 | 0 | -20 | 3 | -4 | -7 | 2.2
Cc1ccc(S(=O)(=O)NC(C)C(=O)Nc2ccccc2C(=O)N2CCCC2)cc1 (configuration not stated) | 3 | 3 | 92 | 4 | 4 | 1 | -2 | -1 | 0.2
COc1ccc(N2C(=O)CC(c3cc(OC)c(OC)c(OC)c3)CC2=O)cc1 | 3 | 82 | 100 | 11 | -2 | -2 | 2 | 1 | -1.4
COc1ccccc1N1CCN(C(=O)C(=O)N/N=C/c2ccccc2F)CC1 | -3 | 3 | 96 | -11 | 0 | 2 | 0 | 1 | 3.2
CN(C)c1cc(-c2cccc([N+](=O)[O-])c2)oc(=O)c1Cl | 1 | 2 | 103 | -16 | -2 | -3 | 0 | 4 | -0.7
Cc1n[nH]c(C)c1CCCCOc1ccccc1 | -4 | 2 | 87 | -15 | 0 | 6 | 1 | -1 | 0.3

(next part)
SMILES | HCV core dimer | JMJD2C inh | Yeast superoxide | EBNA-1 inh | ZTA counter | PP1 counter | CTSL1 counter | TPT1 inh | PP5 inh
CCOc1ccc2nc(N3CCC(C(=O)Nc4nnc(CC)s4)CC3)sc2c1 | -9 | -4 | 103 | 4 | -17 | 1 | 0 | -3 | 1.5
COc1ccc(O[C@H]2C=C[C@@H](c3ccccc3)O[C@@H]2CO/N=C/C[C@@H]2C=C[C@H](OC(C)=O)[C@@H](COC(C)=O)O2)cc1 | -7 | -4 | 99 | 2 | 1 | 2 | -2 | -7 | 3.1
COc1ccc(-c2csc(NC(=O)CCS(=O)(=O)c3ccccc3)n2)c(OC)c1 | 6 | -5 | 112 | 2 | 3 | 3 | -34 | 3 | 2.8
CSc1nccc(-c2cc(Cl)sc2Cl)n1 | -2 | -10 | 100 | 2 | -21 | 2 | 3 | -3 | 0.7
Cc1cc(C)nc(NNC2=CC(=[N+]3CCCC3)CCC2)n1 | 2 | -6 | 120 | -7 | 5 | 6 | -5 | 3 | 0.1
O=C1c2cccnc2C(=O)N1Cc1ccc(Cl)cc1 | -5 | 0 | 94 | 10 | 0 | -1 | 0 | 8 | 0.5
Cc1onc(-c2ccccc2)c1C(=O)Nc1nnc(CC(C)C)s1 | 4 | -1 | 120 | 0 | 0 | -1 | -1 | 6 | 3.1
Fc1ccccc1-c1nc(NCc2ccccc2)c2ccccc2n1 | 3 | 1 | 103 | -4 | -2 | 1 | 3 | 3 | 3.1
CCOc1ccccc1CNS(=O)(=O)c1cc(-c2cc(C)no2)ccc1C | 3 | 4 | 96 | -5 | -4 | 2 | 1 | -1 | 2.2
O=C(COC(=O)c1cccnc1Cl)c1ccc2c(c1)OCCO2 | -1 | 4 | 99 | 1 | -7 | -1 | -1 | 4 | 0.7
